Assay outcomes: PubChem, The Scripps Research Institute Molecular Screening Center
TTR transcr act: TTR transcription activators in neuroblastoma reporter cells, primary screen, cell-based, luminescence, SH-SY5Y, TTR promoter Gaussia luciferase. 100% = recombinant luciferase protein wells. activation, % at 16.7 µM. 1.3% of 92,000 active. AID 1117267, 2014;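 active means activation above the mean of all tested compounds plus 3 SD, cut at about 9.5% in these data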;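 further: cells exposed to compounds for one day before reading; 0% = median of all test compound wells on the plate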
* marks the source's active call; other numbers are inactive results. Only part of the results is shown; rates above refer to the full screens.

SMILES	TTR transcr act
O=C1N[C@H](Cc2ccccc2)COC(=O)[C@@H](Cc2ccc(F)cc2)C/C=C\C[C@H]1CC(=O)N(CCO)Cc1ccccc1	-3.9
CCN(CCn1cccn1)Cc1cn[nH]c1-c1ccc(-c2ccccc2)cc1	-0.8
CC(=O)C(C(c1ccccc1)N1CCCc2ccccc21)N1CCOCC1 (stereo unspecified)	0.3
O=C(NC1CCCCCCC1)C1CCC(CNc2c(N3CCCC3)c(=O)c2=O)CC1 (stereo unspecified)	-1.0
CCCn1nnnc1NCc1ccc(OC)cc1OC	-1.5
COC(=O)Cn1c(=O)c(=O)n(CC(=O)OC)c2ccccc21	4.2
CN(Cc1cnn(-c2ccc(F)cc2)c1)C(=O)[C@H]1O[C@@H](n2cnc3c(N)ncnc32)[C@H](O)[C@@H]1O	5.5
COc1ccc(OCC(=O)Nc2ccc(S(=O)(=O)N(C)c3ccccc3)cc2)cc1	-1.1
CCc1ccc(NC(=O)C(=O)NNC(=O)c2cccc(OC)c2)cc1	2.2
Cc1ccc(C)c(Sc2ccc(S(=O)(=O)Nc3ccc(C(=O)O)cc3)cc2)c1	-1.8
O=C(O)C1CCN(c2ncccn2)CC1	4.6
CC(=O)CSc1ccc(-c2nc3ccccc3[nH]2)cn1	-1.3
Cc1ccc(-c2nn(Cc3ccccc3)cc2/C=C/C(=O)O)cc1	-2.4
O=C(NC(=O)c1ccccc1F)OCc1ccc(Cl)cc1Cl	19.8*
CC(=O)c1ccccc1NC(=O)C1CCCN(C(=O)c2ccc(Cl)cc2)C1 (stereo unspecified)	2.5
Cc1ncc(C(=O)Nc2ccccc2)[nH]1	-0.9
CC1(C(=O)NS(=O)(=O)c2ccc(F)cc2F)CCN1C(=O)c1ccccc1 (stereo unspecified)	1.3
Cc1ccccc1-c1nnnn1C1CCS(=O)(=O)C1 (stereo unspecified)	4.1
COC(=O)c1sc(S(=O)(=O)N2CCN(c3ccccc3F)CC2)c(C(=O)OC)c1C	1.1
O=C(Cc1ccc(Br)cc1)NCCc1ccc(F)cc1	-0.8
COc1cccc(N2CCN(C(=O)/C=C/c3ccco3)CC2)c1	-0.6
COCCn1c(SCc2cnc(-c3ccccc3)s2)nnc1-c1ccncc1	-0.9
COC(=O)c1ccccc1NC(=O)CN1CCCCC1	1.8
C/C(=N\NS(=O)(=O)c1ccc(C)cc1)c1ccc(C)o1	3.2
COc1ccc(-c2ccc(SCC(=O)Nc3cccc(C(C)=O)c3)nn2)cc1OC	-3.2

More records.
SMILES	TTR transcr act
COc1ccc(-c2cn(Cc3ccc(C(N)=O)cc3)c(-c3ccncc3)n2)cc1	-0.3
O=C(CCN1C(=O)c2ccccc2C1=O)NC(=S)Nc1cccc(Cl)c1	-0.4
O=C(NNC(=O)c1ccco1)c1ccccc1	0.0
CN1CCN(C2=C(Cl)C(=O)N(CCc3ccccc3)C2=O)CC1	4.6
Cc1ccc(OCCCCCCN2CCNCC2)c(Br)c1	0.7
Cc1ccc2oc3ccccc3c(=O)c2c1	-1.2
CCOC(=O)c1c(C)[nH]c(C(=O)COC(=O)COc2ccc(OC)cc2)c1C	-0.4
COc1cccc(-n2nnc3c(=O)n(Cc4ccc(Br)cc4)cnc32)c1	-0.8
CCO[C@H]1OC(C(=O)N2CCCCCCC2)=C[C@@H](c2ccccc2)[C@@H]1CCCO	-3.4
CSc1nnc(C)c(=O)[nH]1	0.0
C=CCN(C(=O)CNS(=O)(=O)c1ccccc1)C(C(=O)NCCOC)c1cccnc1 (stereo unspecified)	2.1
Cc1ccnc(NC(=O)CCCOc2cc(=O)n(C)c3ccccc23)c1	2.2
COC(=O)[C@@]1(Cc2ccc(F)cc2)[C@H]2c3cc(C(=O)N(C)C)n(CCO)c3C[C@H]2CN1C(=O)c1ccccc1	0.6
CC(C)N1C(=O)CCC1C(=O)NCc1ccco1 (stereo unspecified)	0.2
Cc1cccc(NC(=O)c2ccc3c(Cl)c4c(nc3c2)CCCC4)n1	4.3
CSc1ncccc1C(=O)Nc1ccc2nc(C)sc2c1	-0.7
COc1ccc2c(c1)c(CC(=O)OCC(N)=O)c(C)n2C(=O)c1ccc(Cl)cc1	1.8
O=C(CSc1ccc(-c2ccco2)nn1)Nc1ccc(F)cc1	-2.2
COc1ccc(/C=C2\SC(=S)N(N3C(=O)CCC3=O)C2=O)cc1O	2.4
Cn1c(/N=C/c2cccs2)nc2ccccc21	2.6
FC(F)(F)Oc1cccc(Cn2ccc3ccc(-c4ccc5ccn(Cc6ccccc6)c5c4)cc32)c1	-0.4
CN(C)c1cc(-c2ccc(C#N)cc2)oc(=O)c1Cl	-0.2
CN(C)S(=O)(=O)c1ccc(N=Cc2c(C(F)(F)F)[nH][nH]c2=O)cc1	2.2
CCC(C)Sc1ccc([C@@H]2[C@H]3C(=O)N(CC)C(=O)[C@H]3[C@]3(C(=O)OC)CCCN23)cc1OC (stereo partly specified)	4.6
C[C@H](NC(=O)[C@@H]1Cc2ccccc2CN1)C(=O)NC1CCCC1	0.7

New compounds follow
SMILES	TTR transcr act
S=C(NNC(=S)NC1CC2CCC1C2)NC1CC2C=CC1C2 (stereo unspecified)	3.6
CCOC(=O)c1cc(S(=O)(=O)Nc2ccc(OC)cc2OC)cn1C	0.0
NC(=O)c1ncn([C@@H]2O[C@H](CNCc3cccc4c3sc3ccccc34)[C@@H](O)[C@H]2O)n1	0.4
O=C(O)c1ccc(C=C(c2nc3ccccc3s2)c2nc3ccccc3s2)cc1	0.4
CCN(C(=O)COC(=O)c1ccccc1O)c1cccc2ccccc12	-1.2
Cc1cc(C)n(C(=O)/C=C/c2cccs2)n1	-1.5
Cn1cc(CN2CCC(O)CC2)c(-c2ccc(Oc3ccccc3)cc2)n1	-0.8
CCCCCCCCCCCCC(=O)CCCCC(=O)O	-1.0
O=C1CC(c2ccccc2)Cc2nc(NCc3ccco3)ncc21 (stereo unspecified)	2.7
O=C(NCC(c1cccnc1)N1CCOCC1)c1ccc2c(c1)OCO2 (stereo unspecified)	6.3
CCN(CC)S(=O)(=O)c1cc(NC(=O)CSc2nnc(N)s2)ccc1C	-2.1
O=c1oc(/C=C/c2ccco2)nc2sc3c(c12)CCC3	-2.7
C=CCn1c(SCC(=O)Nc2nc3ccccc3s2)nc(O)c(CC)c1=O	0.1
Cc1ccc(OCc2ccc(C(=O)Nc3nccs3)o2)cc1C	-1.7
COc1ccc(Cc2nc(N)nc(N)n2)cc1	3.8
COc1cccc(NC(=O)NNC(=O)c2ccc3c(c2)NC(=O)C(C)(C)O3)c1	5.1
CCNC(=O)C1(C)CCN(Cc2ccc(OC(F)(F)F)cc2)C1 (stereo unspecified)	-2.2
CCNC(=S)NNC(=O)c1ccc(OC)cc1	-0.3
Cc1c(NC(=O)CN2C(=O)NC3(CCCCC3)C2=O)c(=O)n(-c2ccccc2)n1C	-0.6
O=[N+]([O-])c1ccc2c(c1)C(O)n1ncnc1S2 (stereo unspecified)	0.2
NC(=S)Nc1nccc(-c2cccs2)n1	-0.8
Cc1ccc(/C=N/n2c(C)n[nH]c2=S)o1	2.3
Cc1ccc(/C=N/NC(=O)Nc2ccccc2)o1	-2.5
COc1cc2c(c(OC)c1CC=C(C)C)C[C@H](c1ccc(O)cc1O)CO2	1.9
CC(C)Oc1ccc(C(=O)Nc2cccc3cccnc23)cc1	0.4

Next results follow.
SMILES	TTR transcr act
O=C(C1=C[C@@H](c2ccc3c(c2)OCO3)C[C@@H](OCCCCO)O1)N1CCN(Cc2ccc3c(c2)OCO3)CC1	-3.2
O=C(NCc1ccco1)c1ccccc1-c1nc(-c2ccc(F)cc2)no1	4.0
Cc1ccc(S(=O)(=O)NCC(=O)NCCc2c[nH]c3ccccc23)cc1C	-1.3
CCOC(=O)C1=CN(Cc2cccc(-c3cccnc3)c2)S(=O)(=O)N(C)C1C (stereo unspecified)	-1.3
Cc1ccc(OCC(=O)N2CCN(C(=O)c3ccco3)CC2)cc1	-0.1
C#CCOCCOCCOCCNc1nc(N2CCN(C(=O)[C@H]([C@@H](C)CC)n3cc([C@@H](N)CO)nn3)CC2)nc(N2CCN(C(=O)[C@H](CCCCN)n3cc([C@@H](N)CC(C)C)nn3)CC2)n1	2.8
CCOC(=O)c1cccnc1SCC(=O)NC(C)CC (stereo unspecified)	-0.8
CC1(C)CC(=O)C=C(/C=C/c2ccccc2)C1	-0.9
COc1ccc(C)cc1NC(=O)CSc1cccc[n+]1[O-]	2.7
COc1cc(C(=O)N[C@@H](C)C(=O)N2CCC3(CC2)NCCc2[nH]cnc23)cc(OC)c1OC	1.2
CCn1c(C)cc(/C=C2/NC(=O)N(Cc3ccccc3F)C2=O)c1C	-0.9
COC(=O)c1c(SCC(=O)NC2CCCCC2)[nH]c2ccccc2c1=O	-0.6
CC(c1ccc(F)cc1)n1cc(S(=O)(=O)N2CCCC2)ccc1=O (stereo unspecified)	-0.6
NC1(C(=O)O)CSSC1	2.8
CO/N=C(/CS(=O)(=O)c1ccc(C)cc1)c1ccc(OC)cc1	-0.3
Nc1nnc(CC(=O)N/N=C/c2ccc([N+](=O)[O-])cc2)s1	-0.2
Cc1cccc(C)c1NC(=S)N/N=C/c1ccc(C(=O)O)cc1	-0.9
CN1CCN(S(=O)(=O)c2ccc3c(c2)NC(=O)C2CCCN32)CC1 (stereo unspecified)	-1.7
CCOc1ccc(S(=O)(=O)N2CCC(C(=O)NC3CCCCC3)CC2)cc1	0.7
Cc1sc2nc(C(C)C)nc(SCC(=O)NC3CC3)c2c1C	-1.1
COc1cc(OC)cc(C(=O)Nc2ccc(S(=O)(=O)Nc3cnc4ccccc4n3)cc2)c1	7.4
N/C(=N\OC(=O)c1cccc(Br)c1)c1ccncc1	-0.9
COc1cccc(/C=N/c2oc(-c3ccccc3)cc2C#N)c1O	0.2
CCOC(=O)C(C#N)=CN1CCN(C(=O)CCCl)c2ccccc21	1.5
Cc1nn(-c2ccccc2)c(Cl)c1/C=N/NC(=O)CNc1n[nH]c(=O)[nH]c1=O	0.5

Carrying on:
SMILES	TTR transcr act
Nc1cc(=O)[nH]c(=O)n1-c1cccc(F)c1	1.2
C/C(N)=C(/C#N)C(=O)CSc1nc2cc(Cl)ccc2s1	-0.8
CCCNC(=O)C1(C)CCN(C(=O)COc2ccc(Cl)cc2Cl)C1 (stereo unspecified)	0.6
CCn1ccc(C(=O)Nc2cccc(Cl)c2)n1	-0.8
Cc1cc(C)c2c(N)c(C(=O)NCC3CCCCC3)sc2n1	-0.8
COc1ccc(CCNS(=O)(=O)c2ccc(-c3ccc(=O)[nH]n3)o2)cc1OC	3.3
CCc1ccccc1NC(=O)CNC(=O)CCNC(=O)Nc1ccccc1	1.1
CC(C)CNC(=O)C1CCN(S(=O)(=O)c2ccc3c(c2)OCCO3)CC1	-0.2
O=C1NCCCCC1NS(=O)(=O)c1ccccc1 (stereo unspecified)	0.3
O=C(N/N=C\C=C\c1ccco1)c1cncc(Br)c1	12.6*
Cc1ccc(Cn2c(SCCN3CCCCC3)nc3c2c(=O)n(C)c(=O)n3C)cc1	3.4
CCN(CC)Cc1csc(C(N)=O)c1	1.8
CCCn1c(N2CCC(Cc3ccccc3)CC2)nc2c1c(=O)[nH]c(=O)n2C	-7.8
CCOC(=O)c1c(C2COc3ccccc3O2)csc1NC(=O)c1ccco1 (stereo unspecified)	-0.2
COc1cccc(/C=C2\SC(=O)N(CCC(=O)N3CCC(C(=O)O)CC3)C2=O)c1	1.2
CC(Sc1ccsc1[N+](=O)[O-])C(=O)N1CCN(c2ccccn2)CC1 (stereo unspecified)	5.0
COc1ccc(-c2ccc(C(=O)NCC3CC3)c3occc23)c(C)c1	-2.5
Cc1ccc(C)c(C(=O)Nc2ccncc2)c1	-0.1
CCOc1ccc(-n2cc(-c3ccccc3)c3c(SC(C)C(=O)OC)ncnc32)cc1 (stereo unspecified)	-1.6
CCCCc1nnc(NC(=O)CSCc2cc(=O)n3cc(C)sc3n2)s1	0.3
COc1ccc(C(CCNCc2ccc(OC(C)C)cc2)C(C)C)cc1 (stereo unspecified)	-3.2
Cc1cc(-c2nnc3n2N=C(c2ccc(-c4ccccc4)cc2)CS3)n[nH]1	-3.9
Cc1ccc(CNC(=O)c2ccc3c(=O)c(O)c(-c4ccc(C)cc4)[nH]c3c2)cc1	-7.6
CCCN(CCC)C(=O)c1ccc2nc(-c3ccc(OC)c(OC)c3)c(-c3ccc(OC)c(OC)c3)nc2c1	1.0
CCn1cc(CNC(=O)CCc2nnc(CCC3CCCCC3)o2)cn1	-2.1
CN(C)C(=S)c1ccc(N(C)C)cc1	4.6
Cc1[nH]c(SCC(=O)c2c(N)n(C)c(=O)n(C)c2=O)nc1Cc1ccccc1	2.2
N#Cc1c(-c2ccc(Cl)cc2)ccnc1N1CCOCC1	-1.3
NC(=O)C1CCN(C(=O)Cc2ccc([N+](=O)[O-])cc2)CC1	-1.3
